Source: PubChem (several laboratories)
Pf gamet viab: P. falciparum stage V gametocyte viability inhibition. P. falciparum stage V gametocytes, ATP luminescence, 24 h. inhibition, % at 10.9 µM. 150,000 compounds, 0.065% hits. AID 743093;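 active = inhibition above the mean plus 3 SD of compounds within the control limits, set per campaign, cut at about 38% in these data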;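 note: 0% = DMSO wells and 100% = medium only without gametocytes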
ABCG2 block: human ABCG2 inhibition, ABCB1 as counter-screen | inhibition, % at 6.6 µM | 190,000 compounds, 0.1% hits | AID 1325 | Q9UNQ0 | IgMXP3 cells, JC-1 efflux, flow cytometry;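 active = inhibition above 80%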;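 note: 0% = DMSO and 100% = nicardipine control wells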
Target sequence (Q9UNQ0 whole entry, looked up): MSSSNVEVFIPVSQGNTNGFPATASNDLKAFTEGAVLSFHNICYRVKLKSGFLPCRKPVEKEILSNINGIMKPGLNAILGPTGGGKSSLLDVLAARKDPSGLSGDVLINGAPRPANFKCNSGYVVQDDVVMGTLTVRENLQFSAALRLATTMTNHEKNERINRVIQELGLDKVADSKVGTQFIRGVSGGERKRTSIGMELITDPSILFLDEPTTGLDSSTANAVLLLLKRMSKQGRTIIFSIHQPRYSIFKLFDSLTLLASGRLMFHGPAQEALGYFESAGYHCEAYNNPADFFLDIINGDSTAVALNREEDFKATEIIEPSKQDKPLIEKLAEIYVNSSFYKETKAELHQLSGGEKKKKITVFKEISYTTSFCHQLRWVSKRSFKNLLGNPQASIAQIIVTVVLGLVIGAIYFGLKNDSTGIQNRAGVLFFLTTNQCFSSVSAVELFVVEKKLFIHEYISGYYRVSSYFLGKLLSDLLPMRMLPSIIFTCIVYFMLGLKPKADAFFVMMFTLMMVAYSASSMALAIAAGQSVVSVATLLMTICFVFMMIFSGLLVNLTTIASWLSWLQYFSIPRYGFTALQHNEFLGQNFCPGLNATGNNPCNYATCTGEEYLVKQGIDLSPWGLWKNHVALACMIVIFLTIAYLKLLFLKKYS
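Read-out basis: Efflux inhibition in percent versus controls | Test system: ABCG2 IgMXP3 and barcoded ABCB1 CCRF-Adr cell mix | Quantity: 3 million cells/mL in well | Schedule: 10 min at 25 °C | Control set: Nicardipine as high control, DMSO as low control | Reagent: JC-1 as fluorescent efflux pump substrate | Signal: Flow cytometry of retained JC-1 fluorescence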
HRas wt GTP bind: human HRas wildtype GTP binding, change in either direction; GST-Ras wt beads, Bodipy-FL-GTP binding, flow cytometry; actives lie on both sides; 190,000 compounds, 0.14% hits; AID 759; GTP binding activity, % at 10 µM; P01112;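 active = GTP binding activity at least 20% away from the 100% baseline, either lowered as inhibitor or raised as activator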;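 note: 0% = unlabeled GTP competition control and 100% = no-compound control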
Target sequence (P01112 whole entry, looked up): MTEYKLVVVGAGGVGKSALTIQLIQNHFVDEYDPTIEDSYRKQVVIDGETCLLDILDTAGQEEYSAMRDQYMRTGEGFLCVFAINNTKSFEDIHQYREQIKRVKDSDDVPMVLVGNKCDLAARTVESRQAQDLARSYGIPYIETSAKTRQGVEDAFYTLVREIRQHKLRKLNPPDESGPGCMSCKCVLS
GSH fluor: GSH bead compound fluorescence profile | 190,000 compounds, 0.25% hits | fluorescence (KMESF) at 10 µM | GSH beads flow cytometry, compound fluorescence 488/530 nm; active compounds read high; in the data active = fluorescence above about 89;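 note: glutathione beads carrying GST-tagged Bcl family fusion proteins plus one bare bead set; values are compound well signal with DMSO vehicle wells as background; inactives centre near 16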
Rac1 act GTP bind: modulators of GTP binding to human Rac1 activated mutant. GST-Rac1 activated beads, fluorescent GTP binding, flow cytometry; actives lie on both sides; 100% means binding = to untreated wells. percent activity (GTP binding), % at 10 µM. 190,000 compounds, 0.11% hits. AID 764;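 active = GTP binding at least 20 percentage points away from the 100% baseline, in either direction, so actives lie on both sides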
Rab2A wt mod: changes GTP binding to wildtype dog Rab2A, up or down; P61105; 190,000 compounds, 0.19% hits; AID 760; GST-Rab2 wt beads, Bodipy-GTP binding, flow cytometry; GTP binding activity, % at 10 µM;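 active = GTP binding activity at least 20 points away from 100%, either lowered or raised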;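 note: 0% = beads with excess unlabeled GTP and 100% = no-compound control corrected for plate trend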
Cdc42 wt: changes GTP binding to wildtype human Cdc42 | P60953 | GST-Cdc42 beads, Bodipy-GTP binding, flow cytometry; actives lie on both sides | percent activity (GTP binding), % at 10 µM | 190,000 compounds, 0.2% hits | AID 761;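 active = percent activity GTP binding at least 20 points away from the 100% baseline, either down as inhibitor or up as activator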;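 note: median bead fluorescence of bound Bodipy-FL-GTP at 100 nM; 0% = excess unlabeled GTP control and 100% = no compound control; below 100% means less GTP binding so inhibitor and above means activator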
Target sequence (P60953 whole entry, looked up): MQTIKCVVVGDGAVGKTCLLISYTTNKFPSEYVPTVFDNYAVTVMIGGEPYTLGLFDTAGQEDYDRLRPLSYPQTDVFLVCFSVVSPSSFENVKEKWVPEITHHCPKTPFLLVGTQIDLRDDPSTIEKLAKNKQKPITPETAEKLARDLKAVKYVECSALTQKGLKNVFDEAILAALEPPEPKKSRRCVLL
Avidin bead fluor: compound fluoresces at 488/530 nm on avidin beads | compound fluorescence 488/530 nm, flow cytometry; active compounds read high | fluorescence (KMESF) at 10 µM | 220,000 compounds, 0.38% hits; in the data active = fluorescence above about 47; note: inactives centre near 10
Rab7 wt modul: modulators of GTP binding to dog Rab7 wildtype GTPase | GST-Rab7 beads, fluorescent GTP binding, flow cytometry; actives lie on both sides; untreated = 100%, excess cold GTP = 0% | GTP binding activity (percent of control), % at 10 µM | 190,000 compounds, 0.055% hits | AID 758;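 active = fluorescent GTP binding to Rab7 beads changed by at least 20 points from the 100% baseline, either direction, mostly lower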;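 note: median green fluorescence of bound Bodipy-FL-GTP per Rab7 bead population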
Rac1 wt GTP bind: modulators of human Rac1 wildtype GTP binding; P63000; GST-Rac1 beads, fluorescent GTP binding, flow cytometry; actives lie on both sides; 0 = cold GTP competed, 100 = untreated; GTP binding activity (% of control), % at 10 µM; 190,000 compounds, 0.27% hits;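 active = GTP binding activity at least 20 points away from the 100% control level, either lower or higher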
ABCB1 block: blocks JC-1 efflux by human ABCB1 transporter; P08183; CCRF-Adr cells, flow cytometry; inhibition, % at 6.6 µM; 190,000 compounds, 0.067% hits; AID 1326; in the data active = inhibition above about 40%;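 note: 0% = vehicle and 100% = reference inhibitor; higher value means more JC-1 retained so stronger ABCB1 efflux block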
An asterisk follows results filed as active; nt = no result given.

Sample of the layout, 13 compounds:
SMILES | Pf gamet viab | ABCG2 block | HRas wt GTP bind | GSH fluor | Rac1 act GTP bind | Rab2A wt mod | Cdc42 wt | Avidin bead fluor | Rab7 wt modul | Rac1 wt GTP bind | ABCB1 block
COC(=O)c1[nH]c2ccc(C)cc2c1NC(=O)NC1CCCCC1 | -8 | 1 | 102 | 5 | 104 | 99 | 105 | 8 | 96 | 106 | 0.4
C=CC(=O)NN(C)c1ncc(C(F)(F)F)cc1Cl | -26 | 0 | 95 | 20 | 99 | 95 | 101 | 9 | 95 | 97 | 0.1
Cc1cccc(NC(=O)CSc2nc(N)c(NC(=O)c3cccs3)c(=O)[nH]2)c1C | nt | 8 | 101 | 14 | 97 | 100 | 101 | 6 | 102 | 102 | 3.1
CCn1ncc(CN2CCCC(CNC(=O)c3ccc(F)cc3)C2)c1C (stereo not drawn) | 9 | 0 | 100 | 14 | 96 | 94 | 97 | 11 | 102 | 105 | -0.1
CCOC(=O)c1c(C)[nH]c(C(=O)Cn2nnc(-c3ccccc3Cl)n2)c1C | -22 | 4 | 98 | 13 | 97 | 97 | 98 | 37 | 96 | 100 | 0.6
O=C(CSc1nncs1)NCCCc1ccccc1 | 17 | 0 | 94 | 15 | 99 | 93 | 97 | 24 | 92 | 96 | 0.1
CCc1ccc(NC(=O)Cn2c(SC)nc3ccccc32)cc1 | nt | 0 | 98 | 25 | 96 | 101 | 100 | 5 | 97 | 99 | 0.0
CCCCCCCc1c(O)nc(SCCN2CCOCC2)[nH]c1=O | -9 | 0 | 99 | 24 | 99 | 98 | 97 | 13 | 100 | 102 | 0.0
C#CCNC(=O)C1=C[C@@H](C)C[C@@H](OCc2ccc(CO)cc2)O1 | nt | 2 | 101 | 19 | 98 | 100 | 98 | 6 | 106 | 101 | 0.6
COC(=O)c1cc(OC)c(OC)cc1NC(=O)c1ccoc1C | nt | 37 | 101 | 33 | 100 | 97 | 100 | 11 | 96 | 106 | 0.8
COc1ccc(C(=O)NCC(C)(C)SCc2c(C)cc(C)cc2C)cc1 | nt | 6 | 97 | 35 | 93 | 92 | 93 | 18 | 94 | 94 | 1.2
Nc1ccc(-n2cnc3cc([N+](=O)[O-])ccc32)cc1 | -26 | 2 | 101 | 37 | 98 | 101 | 103 | 5 | 101 | 104 | 0.7
CC1CCN(CCc2nc3cc(NS(=O)(=O)c4ccc(F)cc4)ccc3n2C)CC1 | nt | 1 | 100 | 24 | 98 | 100 | 103 | 7 | 101 | 103 | 0.3

This part in full, repeating the preview:
SMILES | Pf gamet viab | ABCG2 block | HRas wt GTP bind | GSH fluor | Rac1 act GTP bind | Rab2A wt mod | Cdc42 wt | Avidin bead fluor | Rab7 wt modul | Rac1 wt GTP bind | ABCB1 block
COC(=O)c1[nH]c2ccc(C)cc2c1NC(=O)NC1CCCCC1 | -8 | 1 | 102 | 5 | 104 | 99 | 105 | 8 | 96 | 106 | 0.4
C=CC(=O)NN(C)c1ncc(C(F)(F)F)cc1Cl | -26 | 0 | 95 | 20 | 99 | 95 | 101 | 9 | 95 | 97 | 0.1
Cc1cccc(NC(=O)CSc2nc(N)c(NC(=O)c3cccs3)c(=O)[nH]2)c1C | nt | 8 | 101 | 14 | 97 | 100 | 101 | 6 | 102 | 102 | 3.1
CCn1ncc(CN2CCCC(CNC(=O)c3ccc(F)cc3)C2)c1C (stereo not drawn) | 9 | 0 | 100 | 14 | 96 | 94 | 97 | 11 | 102 | 105 | -0.1
CCOC(=O)c1c(C)[nH]c(C(=O)Cn2nnc(-c3ccccc3Cl)n2)c1C | -22 | 4 | 98 | 13 | 97 | 97 | 98 | 37 | 96 | 100 | 0.6
O=C(CSc1nncs1)NCCCc1ccccc1 | 17 | 0 | 94 | 15 | 99 | 93 | 97 | 24 | 92 | 96 | 0.1
CCc1ccc(NC(=O)Cn2c(SC)nc3ccccc32)cc1 | nt | 0 | 98 | 25 | 96 | 101 | 100 | 5 | 97 | 99 | 0.0
CCCCCCCc1c(O)nc(SCCN2CCOCC2)[nH]c1=O | -9 | 0 | 99 | 24 | 99 | 98 | 97 | 13 | 100 | 102 | 0.0
C#CCNC(=O)C1=C[C@@H](C)C[C@@H](OCc2ccc(CO)cc2)O1 | nt | 2 | 101 | 19 | 98 | 100 | 98 | 6 | 106 | 101 | 0.6
COC(=O)c1cc(OC)c(OC)cc1NC(=O)c1ccoc1C | nt | 37 | 101 | 33 | 100 | 97 | 100 | 11 | 96 | 106 | 0.8
COc1ccc(C(=O)NCC(C)(C)SCc2c(C)cc(C)cc2C)cc1 | nt | 6 | 97 | 35 | 93 | 92 | 93 | 18 | 94 | 94 | 1.2
Nc1ccc(-n2cnc3cc([N+](=O)[O-])ccc32)cc1 | -26 | 2 | 101 | 37 | 98 | 101 | 103 | 5 | 101 | 104 | 0.7
CC1CCN(CCc2nc3cc(NS(=O)(=O)c4ccc(F)cc4)ccc3n2C)CC1 | nt | 1 | 100 | 24 | 98 | 100 | 103 | 7 | 101 | 103 | 0.3
Cn1c(SCC(N)=O)nnc1C1CCN(C(=O)NC2CCCCC2)CC1 | nt | 0 | 98 | 39 | 97 | 98 | 98 | 2 | 97 | 101 | 0.0
CCN(C(=S)NCCOC)c1cccc2ccccc12 | 14 | -5 | 92 | 10 | 91 | 93 | 94 | 10 | 91 | 94 | 1.0
O=C1CC(N2CCN(c3ccccn3)CC2)C(=O)N1CC(c1ccccc1)c1ccccc1 (stereo not drawn) | 3 | -3 | 98 | 18 | 99 | 98 | 98 | 4 | 99 | 100 | 1.3
Cc1ccc(S(=O)(=O)NCC(=O)N(CC(=O)NC2CCCC2)c2ccc3c(c2)OCCO3)cc1 | 33 | 3 | 98 | 28 | 95 | 95 | 97 | 10 | 94 | 93 | 1.2
CCn1cc(C(=O)N(CCCN2CCOCC2)Cc2ccco2)c(=O)c2ccc(C)nc21 | 13 | 1 | 99 | 25 | 95 | 96 | 97 | 17 | 94 | 95 | 0.0
Cc1cc(C)c2[nH]c(=O)c(CN(CC3CCCO3)C(=O)c3cnccn3)cc2c1 (stereo not drawn) | nt | 5 | 100 | 44 | 98 | 100 | 101 | 8 | 95 | 100 | 1.2
Cc1cc(Cl)c(S(=O)(=O)Nc2ccc3c(c2)OCO3)cc1OCC(N)=O | nt | 0 | 100 | 20 | 99 | 99 | 100 | 36 | 98 | 102 | -0.1
Cc1csc(NC(=O)C2C3C=CC(O3)C2C(=O)O)n1 (stereo not drawn) | nt | 10 | 98 | 37 | 96 | 100 | 99 | 14 | 100 | 103 | 2.5
NC(=O)CSc1nnc(-c2cccnc2)n1CCc1ccccc1 | 7 | 1 | 98 | 77 | 100 | 97 | 99 | 11 | 93 | 101 | 0.3
CCS(=O)(=O)N1Cc2ccccc2CC1C(=O)Nc1nc2ccc(C)cc2s1 (stereo not drawn) | 2 | 4 | 101 | 4 | 99 | 98 | 103 | 9 | 99 | 105 | 0.5
O=S(=O)(NCc1cn2ccsc2n1)c1ccc2c(c1)OCCO2 | nt | 2 | 104 | 24 | 101 | 103 | 104 | 11 | 100 | 102 | 0.6
O=S(=O)(Cc1cnc(Cl)s1)c1ccccc1 | nt | 0 | 95 | 11 | 95 | 97 | 93 | 11 | 96 | 93 | 0.2
N#Cc1ccc(OCC(=O)N/N=C2\CCc3ccccc32)cc1 | -18 | 2 | 97 | 22 | 95 | 96 | 96 | 21 | 100 | 99 | 0.1
Cc1csc(SCC(=O)N2CCN(S(=O)(=O)c3ccccc3)CC2)n1 | -2 | 1 | 101 | 20 | 102 | 100 | 101 | 14 | 97 | 100 | 0.6
NS(=O)(=O)c1ccc(NC(=S)Nc2ccc(S(=O)(=O)N3CCCC3)cc2)cc1 | 12 | -3 | 99 | 68 | 98 | 98 | 102 | 9 | 98 | 104 | -1.2
CCCc1ccc(-c2cc(NC(=O)CSc3nnc(N)s3)n(-c3ccccc3)n2)cc1 | nt | 0 | 99 | 13 | 100 | 102 | 100 | 12 | 98 | 103 | 0.1
O=C(NCCCN1CCOCC1)c1ccc(CSc2ccc(Cl)cc2)cc1 | -17 | 0 | 91 | 15 | 99 | 95 | 99 | 9 | 88 | 94 | 0.3
CCOC(=O)N1CCN(C(=O)c2ccc3c(=O)n(-c4cc(OC)ccc4OC)c(=S)[nH]c3c2)CC1 | -13 | 0 | 99 | 12 | 98 | 101 | 99 | 5 | 103 | 103 | -0.6
O=C1OCCC1Sc1nnc(-c2ccccc2Cl)n1Cc1ccccc1 (stereo not drawn) | -9 | 4 | 102 | 14 | 101 | 101 | 105 | 15 | 101 | 103 | 0.4
CN1CCC(C2(O)c3ccccc3CCc3ccccc32)CC1 | 5 | 10 | 97 | 11 | 96 | 97 | 99 | 4 | 98 | 101 | 0.3
COc1cccc(CC2(CO)CCCN(Cc3ccc(CN4CCCCC4)s3)C2)c1 (stereo not drawn) | 22 | 1 | 101 | 10 | 99 | 100 | 99 | 3 | 100 | 102 | 0.8
O=C(Nc1ccc2nsnc2c1)c1cccs1 | nt | 1 | 103 | 11 | 101 | 103 | 103 | 10 | 102 | 103 | 0.2
N#Cc1c(C(F)(F)F)cc(-c2ccco2)nc1SCc1ccccn1 | nt | 10 | 101 | 29 | 100 | 101 | 103 | 8 | 99 | 104 | 1.3
O=C(N/N=C/c1ccncc1)c1nn(Cc2ccccc2)c(=O)c2ccccc12 | 3 | 8 | 95 | 18 | 97 | 98 | 97 | 9 | 103 | 102 | 1.3
O=C(CSc1nnc2ccccn12)NNC(=O)c1ccc(F)cc1 | nt | 6 | 96 | 14 | 96 | 91 | 90 | 14 | 92 | 97 | 2.0
CCOc1ccc(-c2cc(C(=O)NCC3CCCO3)c3ccccc3n2)cc1 (stereo not drawn) | nt | 12 | 99 | 10 | 100 | 96 | 97 | 7 | 98 | 102 | 5.6
Cc1ccc(-n2[nH]c(C)c(C=NC34CN5CN(CN(C5)C3)C4)c2=O)cc1C | 2 | 6 | 101 | 33 | 99 | 101 | 101 | 13 | 103 | 105 | 0.7
